# Bioassay records (PubChem)
# USP1 inh = USP1/UAF1 (human) deubiquitinase inhibition. recombinant USP1/UAF1, Ub-Rhodamine cleavage fluorescence. Potency, µM (highest dose often 57.1 µM), for inactives: top-dose activity change, negative = inhibition, actives largely listed as inhibitors. 0.23% of 390,000 active. AID 743255; also: potency is read from the fitted curve at half-maximal effect; % is scaled to controls: 0 for no effect and ±100 for the full control effect; nearly all actives have a fitted effect of over 60% in size; inactives centre near -12
#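 USP1/UAF1 complex at 1 nM was preincubated with compound for 15 min at room temperature, then Ub-Rho substrate (150nM final) was added. Fluorescence (480/540 nm) was read kinetically, 6 reads every 60 seconds.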
# IDH1 R132H inh = inhibitors of human mutant IDH1 R132H. O75874. Potency, µM (titrated, usually from 76.6 µM), for inactives: at the highest dose activity change, negative = inhibition, actives largely listed as inhibitors. 0.093% of 390,000 active. IDH1-R132H enzyme, NADPH consumption, diaphorase/resazurin fluorescence; also: potency is read from the fitted curve at half-maximal effect; % is scaled to controls: 0 for no effect and ±100 for the full control effect; nearly all actives have a fitted effect of over 65% in size
# Target sequence (O75874 whole entry R132H, stated change not applied): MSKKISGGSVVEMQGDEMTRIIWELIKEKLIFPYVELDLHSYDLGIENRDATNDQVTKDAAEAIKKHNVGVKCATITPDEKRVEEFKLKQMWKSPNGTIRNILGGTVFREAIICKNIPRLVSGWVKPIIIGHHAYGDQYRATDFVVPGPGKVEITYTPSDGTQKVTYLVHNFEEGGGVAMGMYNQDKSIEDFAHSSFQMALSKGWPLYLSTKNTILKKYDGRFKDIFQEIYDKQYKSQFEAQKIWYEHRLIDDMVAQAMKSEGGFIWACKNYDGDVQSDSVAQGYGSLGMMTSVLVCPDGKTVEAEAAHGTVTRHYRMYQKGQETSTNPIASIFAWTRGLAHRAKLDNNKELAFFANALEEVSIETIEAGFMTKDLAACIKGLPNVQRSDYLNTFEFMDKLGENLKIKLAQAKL
#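 IDH1-R132H (0.5 ug/mL) preincubated 30 min with compound, then NADPH (0.016 mM) and alpha-KG (2 mM) added; 80 min at RT, pH 7.5. Remaining NADPH coupled via diaphorase/resazurin to fluorescence (540/590 nm); concentration-response curves normalized to no-enzyme control.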
# D2 antag = antagonizes the human D2 dopamine receptor | P14416 | HEK293 TREx D2 cells, calcium flux, dopamine EC80 | inhibition, % at 10 µM | 2% of 340,000 active | AID 485344; in the data active = inhibition above about 30%; also: 0% is about no effect
# Target sequence (P14416 whole entry, looked up): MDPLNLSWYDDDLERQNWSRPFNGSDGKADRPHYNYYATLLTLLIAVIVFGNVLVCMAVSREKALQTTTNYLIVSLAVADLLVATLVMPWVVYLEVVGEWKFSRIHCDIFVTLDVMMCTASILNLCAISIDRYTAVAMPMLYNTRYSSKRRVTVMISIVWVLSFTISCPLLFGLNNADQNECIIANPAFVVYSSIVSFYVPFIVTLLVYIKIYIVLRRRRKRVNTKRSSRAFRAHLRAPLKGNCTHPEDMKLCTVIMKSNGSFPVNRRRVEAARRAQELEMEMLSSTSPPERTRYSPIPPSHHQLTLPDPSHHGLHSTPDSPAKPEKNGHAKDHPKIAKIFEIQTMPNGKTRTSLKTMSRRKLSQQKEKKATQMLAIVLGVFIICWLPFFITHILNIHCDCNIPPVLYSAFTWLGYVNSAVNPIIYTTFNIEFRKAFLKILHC
#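 Inhibition of EC80 dopamine-driven calcium flux, recorded kinetically, defines activity here; cells are a tetracycline-induced HEK293 T-REx line expressing force-coupled D2.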
# Pin1 inh = human Pin1 inhibition; Q13526; Pin1 FP peptide displacement, HiFluor488, 10 min; AID 504891; 0.009% of 390,000 active; Potency, µM (doses to about 115 µM), inactives show at the highest dose activity, negative = inhibition, usual class: inhibitors; active = well fitted inhibition curve with a large enough effect in the polarisation, with a control signal flat, not every such curve was filed as active; inconclusive = small, poorly fitted or top-dose-only effect, or effect the other way, or a change in a side signal; inactive = no such curve, though single readings can be large or run the other way; the % refers to the polarisation; also: potency is read from the fitted curve at half-maximal effect; % is scaled to controls: 0 for no effect and ±100 for the full control effect
# Target sequence (Q13526 whole entry, looked up): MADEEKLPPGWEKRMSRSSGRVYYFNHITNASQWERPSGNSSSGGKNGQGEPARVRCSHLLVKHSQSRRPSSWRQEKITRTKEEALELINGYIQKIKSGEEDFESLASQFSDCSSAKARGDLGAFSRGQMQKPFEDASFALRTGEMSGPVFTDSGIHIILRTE
# D2 agonist = D2 dopamine receptor (human) agonism | HEK293 T-REx D2 cells, calcium flux agonist mode | 0.53% of 340,000 active | P14416 | activation, % at 2 µM;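 active = activation over 3 SD above normal in the single-dose calcium agonist read, cut at about 30% in these data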; also: 0% is about no effect
#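 Agonism is scored from calcium flux in a force-coupled, inducible HEK293 cell line expressing D2, read kinetically for 180 s after compound addition against dopamine controls.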
# TRHR agonist = activates the human TRH receptor; activation, % at 2 µM; 0.18% of 360,000 active; P34981; AID 493084; TRHR cells, calcium flux fluo-8, FDSS agonist mode; in the data active = activation above about 30%; also: 0% is about no effect
#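 TRHR-expressing cells loaded with fluo-8 calcium dye; 23 nL library compound pin-transferred, kinetic FDSS fluorescence (Ex 480/Em 530) recorded about 180 s for agonist-induced calcium release, before a 10 nM TRH EC20 addition for potentiator mode.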
# TrxR1 substrate = is turned over as a substrate by rat TrxR1 | 0.01% of 390,000 active | Potency, µM (top dose mostly 114 µM), for inactives: top-dose activity change, negative = substrate turnover | purified TrxR1 substrate turnover, NADPH consumption readout; also: potency is read from the fitted curve at half-maximal effect; % is scaled to controls: 0 for no effect and ±100 for the full control effect; nearly all actives have a fitted effect of over 50% in size
#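 Rat TrxR1, dispensed at 90 nM, was prereduced with 400 uM NADPH (final) for 5 min at ~22 deg C, then incubated with compound 15 min before 400 uM selenite. A first-read NADPH fluorescence drop versus no-compound background flagged substrates.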
# rTrxR1 inhibitor = blocks rat thioredoxin reductase 1 | O89049 | recombinant rTrxR1, NADPH fluorescence consumption, selenite substrate | Potency, µM (highest dose often 114 µM), for the others: at the highest dose activity change, negative = inhibition, actives largely listed as inhibitors | 1% of 390,000 active | AID 588453; also: potency is read from the fitted curve at half-maximal effect; % is scaled to controls: 0 for no effect and ±100 for the full control effect; nearly all actives have a fitted effect of over 65% in size
#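 Rat TrxR1 (90 nM in the dispensed reagent) was pre-reduced with 400 uM NADPH for 5 min at room temperature, then incubated with compound for 15 min. After 400 uM selenite was added, NADPH fluorescence (Ex 340/Em 450 nm) was followed for 8 min.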
# TRHR PAM = allosteric enhancers of human TRH receptor; P34981; TRHR cells, fluo-8 calcium fluorescence, EC20 TRH enhancement; enhancement, % at 2 µM; 0.66% of 360,000 active; AID 493056; in the data active = enhancement above about 30%; also: 0% is about no effect
#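 Enhancer read-out: after compound pinning and an initial kinetic agonist-mode read, an EC20 of TRH (10 nM final) was injected and fluo-8 calcium signal (Ex 480/Em 530) followed at 1 s/cycle for 100 cycles in TRHR-expressing cells.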
# An asterisk follows results filed as active; ? = inconclusive; . = no result given; & = joins results of further samples; [ ] = remark or other dose. Unless noted, calls follow the shape of the dose curve; as a rule, active = well fitted inhibition curve with a large enough effect; inconclusive = small, poorly fitted or top-dose-only effect; inactive = no such curve, though single readings can be large or run the other way. The list is partial (hit frequency here may not be typical).
SMILES,USP1 inh,IDH1 R132H inh,D2 antag,Pin1 inh,D2 agonist,TRHR agonist,TrxR1 substrate,rTrxR1 inhibitor,TRHR PAM
Cc1cc(C)n(-c2nc3ccccc3nc2N2CCN(C(=O)c3ccccc3)CC2)n1,-3%,1%,-19,-8%,-0.5,0.0,6%[57.1 µM],12%[57.1 µM],-4
Cc1ccccc1OCC(=O)NC1CCCCCCC1,3%,11%,10,-1%,-1.5,-1.6,-4%,4%,-4
COC(=O)c1c(NC(C)=O)sc2c1CCCCC2,-17%,6%,2,-2%,2.3,0.2,-6%,4%,-2
OC1CC2CCC(C1)N2CCCN1c2ccccc2Sc2ccc(Cl)cc21 (stereo not drawn),-7%,-7%,.,4%,.,.,1%[57.1 µM],6%[2.29 µM],.
O=C(NC(=S)Nc1ccccc1N1CCOCC1)c1sc2ccccc2c1Cl,-1%,-12%,18,1%,0.8,-0.1,-2%,-4%,1
Cc1cccc(-n2ccnc2SCC(=O)O)c1C,-6%,0%,13,-4%,0.0,0.1,-8%,6%[57.1 µM],-2
CCN(C(=O)CCNC(=O)Cn1cnc2ccccc2c1=O)c1cccc(Cl)c1,?,-6%&15%,5,4%&0%,0.1&0.9,0.0&0.1,5%&0%,24%&12%,2&-5
COc1ccc2nc(SCC(=O)N3CCN(c4ccc(F)cc4)CC3)c(C#N)cc2c1,-1%,2%,-14,?,-0.6,0.8,-1%,?,5
CCCOc1ccc(C(=O)CCC(=O)OCC(=O)N(CC)c2c(N)n(Cc3ccccc3)c(=O)[nH]c2=O)cc1,-6%,-7%,.,4%,.,.,-7%,18%,.
Cc1cc(Nc2ccc(C(=O)N3CCCCC3)cc2)c2cccc(C)c2n1,-1%,5%,-4,0%,0.1,-0.9,-6%,-8%,5
COc1ccc(NC(=O)CSc2nc3c(c(=O)n2-c2ccc(C)cc2)SCC3)c(OC)c1,-10%,24%,-7,-5%,-0.5,0.5,13%[57.1 µM],26%[57.1 µM],1
O=C(NC1=NCCS1)c1ccc(Cl)c(S(=O)(=O)N2CCOCC2)c1,5%,-10%,-2,2%,3.7,0.3,-4%[57.1 µM],1%[57.1 µM],0
CC(C)NC(=O)N(C)C[C@H]1Oc2ccc(NC(=O)Nc3ccccc3)cc2C(=O)N([C@@H](C)CO)C[C@@H]1C,-26%,8%,.,-2%,.,.,0%,8%,.
COCCN(C(=O)COC(=O)c1ccccc1Oc1ccccc1)c1c(N)n(Cc2ccccc2)c(=O)[nH]c1=O,-1%,3%,12,2%,0.1,0.4,-7%,-5%,-5
Cc1c2cnn(CC(=O)NCCCN3CCCCC3C)c(=O)c2c(C)n1Cc1ccccc1 (stereo not drawn),-15%,1%,-17,?,-0.1,0.1,4%[57.1 µM],-4%[57.1 µM],-1
O=C(Nc1ccccc1C(=O)N1CCOCC1)C1CCC(=O)N1C1CCCC1 (stereo not drawn),-4%,-2%,11,7%,0.9,-0.3,10%,14%,-6
C/C(CC(=O)Nc1cccc(Cl)c1Cl)=N\NC(=O)C(=O)N1CCCC1,-18%,2%,.,-4%,.,0.0,8%,14%,-6
COc1ccc(-c2cn3cc(C(F)(F)F)cc(Cl)c3n2)cc1,-9%,14%,5,5%,3.6,-0.1,0%[57.1 µM],17%[57.1 µM],1
CNC(=S)N/N=C/c1cc(Br)cc(Br)c1O,-28%,-1%,8,-4%,1.2,-2.1,0%,-16%,-12
O=S(=O)(Cc1ccccc1)NCC1CCCN(Cc2ccc(F)c(F)c2)C1 (stereo not drawn),-19%,0%,16,13%,1.8,0.5,2%,5%,-13
COc1ccc(C)cc1NC(=O)CN1CCCN(S(=O)(=O)c2ccc(Br)cc2)CC1,?,-2%&15%,-29,-4%&13%,0.4,3.0&-3.0,12%&-2%,21%&16%,-14&3
CC(OC(=O)CCN=C1NS(=O)(=O)c2ccccc21)C(=O)Nc1ccc(F)c(F)c1F (stereo not drawn),2%,-2%,11,0%,-0.6,-0.4,2%,16%,10
COc1cc(/C=C2\SC(=O)N(CC(=O)Nc3cccc(C)c3)C2=O)cc([N+](=O)[O-])c1O,-26%,8%,19,.,-0.6,-0.3,-8%,4%[57.1 µM],-5
CCOC(=O)C(C)On1c(-c2ccc(Cl)cc2)nc2ccc([N+](=O)[O-])cc21 (stereo not drawn),-26%,16%,5,-6%,-0.7,-0.5,-10%,-17%,-8
COc1ccc(NC(=O)c2cccnn2)cc1,-20%,11%,-11,-8%,0.5,0.3,11%,27%,0
Cc1ccc(NC(=O)COc2ccc(N(C)S(=O)(=O)c3ccc(F)cc3)cc2)cc1,-13%,-7%,10,5%,0.9,0.1,-9%,22%,-2
Cc1cc(C)nc(NC(=O)c2ccc(Cl)c([N+](=O)[O-])c2)n1,-3%,20%,-1,-2%,0.1,0.4,-4%[57.1 µM],1%[57.1 µM],4
CCCn1c2ccccc2c2cnn(CC(=O)NCCCN3CCCCC3CC)c(=O)c21 (stereo not drawn),-15%&-16%,-1%&-19%,-14,-6%&-1%,-0.8&-0.7,0.0&-0.6,15%[57.1 µM],27%[57.1 µM],-5&-5
Cc1ccc(S(=O)Cc2ccc(C(=O)NC3CCCCCC3)o2)cc1 (stereo not drawn),?,9%,.,1%,-0.4,-0.7,11%,22%,5
COCCCNC(=O)C1Cc2cc(S(=O)(=O)N3CCCC3)ccc2N1C(C)=O (stereo not drawn),-22%,0%,3,1%,0.0,0.9,-7%,4%,-1

# Compound profiles, as listed above.
# `OC1CC2CCC(C1)N2CCCN1c2ccccc2Sc2ccc(Cl)cc21` (stereo not drawn) reads USP1 inh: -7%; IDH1 R132H inh: -7%; D2 antag: .; Pin1 inh: 4%; D2 agonist: .; TRHR agonist: .; TrxR1 substrate: 1%[57.1 µM]; rTrxR1 inhibitor: 6%[2.29 µM]; TRHR PAM: .
# `CC(C)NC(=O)N(C)C[C@H]1Oc2ccc(NC(=O)Nc3ccccc3)cc2C(=O)N([C@@H](C)CO)C[C@@H]1C` reads USP1 inh: -26%; IDH1 R132H inh: 8%; D2 antag: .; Pin1 inh: -2%; D2 agonist: .; TRHR agonist: .; TrxR1 substrate: 0%; rTrxR1 inhibitor: 8%; TRHR PAM: .

# (further entries)
SMILES,USP1 inh,IDH1 R132H inh,D2 antag,Pin1 inh,D2 agonist,TRHR agonist,TrxR1 substrate,rTrxR1 inhibitor,TRHR PAM
C[C@H](NC(=O)NCc1ccc(F)cc1)C(=O)O,-1%,-3%,12,-1%,-0.5,-0.5,-10%,-18%,-7
Cc1ccc(-c2onc3ccc(C(=O)/C=C/N(C)C)cc23)cc1,-27%,-12%,0,3%,-0.7,0.4,-7%,5%,4
COc1ccccc1N(CN1CCCC1=O)C(=O)c1ccccc1F,4%,1%,-11,-6%,0.4,-0.8,3%,12%,-11
CCOc1ccc(C(=O)NC(=S)Nc2ccccc2N2CCCCC2)cc1[N+](=O)[O-],-20%,3%,1,0%,1.4,1.1,-2%,2%,19
CCN1CCN(c2ccc(NC(=O)c3ccc4c(c3)OCCO4)cc2C)CC1,-17%,2%,1,-1%,0.5,-0.3,-9%,1%,-12
Cc1[nH]c(=O)c(C#N)cc1-c1ccncc1,8%,16%,1,?,4.8,-0.1,13%[57.1 µM],14%[57.1 µM],-1
CC(=O)N1c2ccccc2NC2=C(C(=O)CCC2)C1c1cccnc1 (stereo not drawn),-1%,-1%,-2,-3%,0.2,0.5,-11%,-17%,-2
CC(Cc1ccccc1)C(=O)N(C)Cc1ccccc1 (stereo not drawn),-23%,9%,-9,-4%,0.1,-0.6,4%,10%,-8
O=C1C2ON(c3ccc(Br)cc3)C(c3cccnc3)C2C(=O)N1C1CCCCC1 (stereo not drawn),-25%,7%,-9,-14%,0.1,-0.6,7%,19%[57.1 µM],12
CC(C)N1CCN(Cc2cnc(-c3ccccc3)s2)CC1CCO (stereo not drawn),-1%,0%,-3,-6%,1.3,0.2,0%,11%,0
Cc1ccc(C(=O)NNC(=O)c2ccc3ccccc3c2O)cc1,-5%,-14%,-2,-1%,0.3,1.4,-2%,9%,-5
O=C(NCC(c1ccc2c(c1)OCO2)N1CCOCC1)C(=O)Nc1ccccc1 (stereo not drawn),-10%,1%,.,-5%,0.7,0.1,4%[57.1 µM],9%[57.1 µM],4
O=C(CSc1nc2nc(-c3cccs3)cc(C(F)(F)F)c2c(=O)[nH]1)C(F)(F)F,-22%,19%,-13,0%,-1.4,-0.3,609%[activator],35µM*,13
CC1(C)CC[C@]2(C(=O)O[C@@H]3OC(CO)[C@@H](O)[C@H](O)[C@H]3O)CC[C@]3(C)C(=CCC4[C@@]5(C)CC[C@H](O[C@@H]6OC(C(=O)O)[C@@H](O)[C@H](O)[C@H]6O)C(C)(C)C5CC[C@]43C)[C@@H]2C1 (stereo partly drawn),-29%,-3%,.,-22%,.,.,3%,2%,.
C=CC[C@@H](Cc1ccc(F)cc1)C(=O)OC[C@@H]1CCCN1C(=O)[C@@H](CC=C)CC(=O)N(CCO)Cc1ccccc1,-16%,-4%,.,-15%,.,.,-9%,5%,.
CCCCSc1nc2sc3c(c2c(=O)n1-c1ccc(OC)cc1)CCN(C)C3,?,-17%,-11,?,-0.3,0.0,-2%,-5%,10
COc1cccc(C(=O)n2nc(-c3cccnc3)nc2NCc2ccc(F)cc2)c1,-8%,26%,.,-3%,-1.0,0.7,-3%,22%,-12
Clc1ccc(CN2CCN(c3ncccn3)CC2)cc1Cl,-12%,2%,77*,-12%,80*,0.4,2%,1%,1
CCc1nnc(NS(=O)(=O)c2ccc(N/C=C\C(=O)c3cccc4ccccc34)cc2)s1,-24%,?,21,-27%,-0.3,0.7,-19%,-30%,-1
CC(=O)Nc1ccc(Cl)cc1C(=O)O,-19%,-1%,1,-1%,0.4,0.3,16%[57.1 µM],11%[57.1 µM],25
Cc1csc(NC(=O)CCCNC(=O)c2ccc(Cl)cc2)n1,-7%,1%,-23,1%,0.3,-0.2,0%,3%,-1
